Source: PubChem (several laboratories)
aDG glyco up: alpha-DG glycosylation activation | Pro5-aDG cells, alpha-DG glycosylation AlphaScreen (IIH6); 0% Pro5, 100% B10-LARGE cell signal | activation, % at 10 µM | actives 0.22% (n = 360,000);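 active = activation of at least 8% versus controls, or a plate z-score of at least 8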;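 also: Pro5 are CHO cells carrying HIG-tagged alpha-DG that lacks glycosylation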
Peg3 promoter: inhibitors of Peg3 promoter | actives 1.7% (n = 360,000) | HeLa PEG-Prom luciferase reporter, luminescence, overnight | inhibition, % at 20 µM;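 active = inhibition of at least 50% at 20 µM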
TWEAK Fn14 block: inhibitors of TWEAK-Fn14 interaction signaling; actives 2% (n = 360,000); inhibition, % at 10 µM; TWEAK-stimulated Fn14 reporter cells, luciferase luminescence, 8 h; AID 1159606; in the data active = inhibition above about 50%
KKLEB tox: counter-screen for CF NF-kB inhibitors: cytotoxicity; KKLEB CF airway cells viability, ATPlite luminescence, overnight; hits give low values; cells stimulated with P. aeruginosa culture filtrate; activity change (cytotoxicity), % at 5 µM; actives 0.36% (n = 360,000);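 active = corrected activity change at or below -50% at 5 µM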
Shn3 inh set2: Schnurri-3 reporter inhibition in Clone20 osteoblasts; Clone20 osteoblast Shn3 3'UTR firefly luciferase, 24 h; inhibition, % at 12.5 µM; actives 0.52% (n = 360,000); AID 588674;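 active = mean inhibition of at least 75% with every replicate also reaching 75%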;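 also: 0% = median of neutral control wells and 100% = pilot-screen positive control compound; some compounds past the cut are filed as inactive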
HIF-2a block: inhibitors of HIF-2a. 786-0 RCC cells HIF-2a reporter, luciferase luminescence, overnight. inhibition, % at 18.8 µM. actives 0.72% (n = 360,000). AID 624352;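 active = inhibition of the luminescence signal of 40% or more relative to plate controls, in a single-dose primary screen at 18.75 µM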
NR2E3 ag-1: activates human photoreceptor nuclear receptor NR2E3. AID 2300. actives 0.12% (n = 320,000). GST-NR2E3/biotin-RetCOR TR-FRET, 1536-well. inhibition of corepressor binding, % at 4.78 µM;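 active = percent inhibition above the cutoff of mean plus 3 SD of all tested compounds, set per screening campaign, cut at about 20% in these data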;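 also: 0% = DMSO wells and 100% = biotin wells as full block of FRET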
Target sequence (Q9Y5X4 whole entry, looked up): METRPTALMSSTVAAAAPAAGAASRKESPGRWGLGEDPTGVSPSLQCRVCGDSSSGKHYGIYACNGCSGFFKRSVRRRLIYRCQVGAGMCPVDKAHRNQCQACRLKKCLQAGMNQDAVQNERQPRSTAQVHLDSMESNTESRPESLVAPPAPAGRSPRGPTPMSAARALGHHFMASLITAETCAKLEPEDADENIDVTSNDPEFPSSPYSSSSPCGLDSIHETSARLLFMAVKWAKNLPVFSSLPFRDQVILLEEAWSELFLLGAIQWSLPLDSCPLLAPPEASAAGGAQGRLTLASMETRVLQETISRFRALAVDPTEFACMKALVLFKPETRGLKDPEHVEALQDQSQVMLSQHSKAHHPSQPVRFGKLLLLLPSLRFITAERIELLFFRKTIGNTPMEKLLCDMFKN
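system = GST-tagged NR2E3 plus biotinylated RetCOR corepressor | input = 1.35 nM GST-NR2E3 | also added = 7 nM biotin-RetCOR | schedule = 5 h incubation at 4 °C | measured by = TR-FRET with europium anti-GST and streptavidin-D2, 340 nm excitation | read-out = percent loss of FRET ratio relative to control wells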
hiPSC survival: hiPSC single-cell survival enhancement; ATPlite luminescence; 100% = ROCK inhibitor wells, 0% = DMSO; survival enhancement, % at 20 µM; actives 0.044% (n = 360,000); AID 602274; in the data active = survival enhancement above about 18%;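 also: cells exposed to compounds for 16 hours before the ATP read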
CF NFkB inh: cystic fibrosis NF-kB activation inhibition | KKLEB NF-kB-GFP reporter, PAF-induced, GFP fluorescence overnight | inhibition, % at 5 µM | actives 0.86% (n = 360,000);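 active = at least 50% inhibition at 5 µM, scaled per plate between neutral and stimulator controls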;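 also: PAF is a Pseudomonas aeruginosa culture filtrate used as stimulus; plate controls were PAF-stimulated DMSO wells for no effect and unstimulated DMSO wells for full effect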
NR2E3 ag-2: activates human NR2E3 receptor; Q9Y5X4; CHO-S Gal4-NCOR/VP16-NR2E3 two-hybrid, luciferase; AID 602229; actives 0.35% (n = 360,000); inhibition of corepressor binding, % at 3.98 µM;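 active = inhibition above the mean of all tested compounds plus 3 SD, cut at about 70% in these data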;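 also: 0% = DMSO with NR2E3 transfected cells and 100% = cells lacking NR2E3 construct; higher means lower luciferase signal from less NR2E3 corepressor binding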
MITF TRPM1 inh: MITF TRPM1 promoter inhibition in SK-MEL-5 cells. SK-MEL-5 TRPM1 promoter luciferase, 24 h. inhibition, % at 12.5 µM. actives 0.83% (n = 330,000);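 active = mean inhibition across replicates of 60% or more, whatever share of single replicates reaches that level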; also: values of inactives mirror those of a sister screen read the other way
* = called active by the depositor.

How did COc1ccc(-n2nnc3c(=O)n(CC(=O)Nc4cc(C)on4)cnc32)cc1OC do in these assays?
aDG glyco up: -0.1; Peg3 promoter: -15; TWEAK Fn14 block: 0; KKLEB tox: 17; Shn3 inh set2: 12; HIF-2a block: 10; NR2E3 ag-1: -4; hiPSC survival: -0.9; CF NFkB inh: -16; NR2E3 ag-2: -40; MITF TRPM1 inh: -4

Results for Cc1ccc(C(=O)NCC(=O)NCC(c2ccco2)N2CCCCC2)cc1C (stereo not given) ?
aDG glyco up: -0.2; Peg3 promoter: 19; TWEAK Fn14 block: 5; KKLEB tox: -5; Shn3 inh set2: 13; HIF-2a block: 3; hiPSC survival: -0.5; CF NFkB inh: 23; NR2E3 ag-2: 6; MITF TRPM1 inh: 6

Results for Cc1cc(C(=O)C(=O)O)c(C)n1-c1ccc(Cl)cc1 ?
aDG glyco up: -0.1; Peg3 promoter: 5; TWEAK Fn14 block: -4; KKLEB tox: -16; Shn3 inh set2: 12; HIF-2a block: 20; NR2E3 ag-1: 1; hiPSC survival: -0.4; CF NFkB inh: 14; NR2E3 ag-2: -14; MITF TRPM1 inh: 0

Results for O=C(Nc1ccc(Oc2ccc(NC(=O)c3ccco3)c(NC(=O)c3ccco3)c2)cc1)c1ccco1 ?
aDG glyco up: -0.4; Peg3 promoter: 2; TWEAK Fn14 block: -13; KKLEB tox: 4; Shn3 inh set2: 7; HIF-2a block: -41; NR2E3 ag-1: 1; hiPSC survival: 0.1; CF NFkB inh: 7; NR2E3 ag-2: -17; MITF TRPM1 inh: -6

What do the screens show for `Cc1ccccc1C(=O)c1c[nH]c(C(=O)NCc2ccco2)c1`?
aDG glyco up: -0.2; Peg3 promoter: -14; TWEAK Fn14 block: -17; KKLEB tox: -6; Shn3 inh set2: 8; HIF-2a block: -27; NR2E3 ag-1: 1; hiPSC survival: -1.1; CF NFkB inh: 20; NR2E3 ag-2: 5; MITF TRPM1 inh: 7

What do the screens show for `COc1ccc(/C=C/C(=O)NCCCNC(=O)/C=C/c2ccc(OC)c(OC)c2)cc1OC`?
aDG glyco up: -0.1; Peg3 promoter: 18; TWEAK Fn14 block: 14; KKLEB tox: -4; Shn3 inh set2: 5; HIF-2a block: 18; NR2E3 ag-1: -1; hiPSC survival: 1.6; CF NFkB inh: 1; NR2E3 ag-2: -18; MITF TRPM1 inh: 1

Results for COc1ccc(/C=C/C(=O)OCC(=O)N2CC(=O)Nc3ccccc32)cc1S(=O)(=O)N1CCOCC1 ?
aDG glyco up: -0.2; Peg3 promoter: 18; TWEAK Fn14 block: 6; KKLEB tox: 8; Shn3 inh set2: -9; HIF-2a block: 16; NR2E3 ag-1: -1; hiPSC survival: -2.4; CF NFkB inh: -6; NR2E3 ag-2: -12; MITF TRPM1 inh: 6

How did CN(C)c1ccc(/C=N/N(CCO)C2=NS(=O)(=O)c3ccccc32)cc1 do in these assays?
aDG glyco up: -0.1; Peg3 promoter: 2; TWEAK Fn14 block: -13; KKLEB tox: 7; Shn3 inh set2: 2; HIF-2a block: -5; NR2E3 ag-1: -1; hiPSC survival: -0.6; CF NFkB inh: -40; NR2E3 ag-2: -55; MITF TRPM1 inh: -11

Results for CC(C)c1nc2ccccc2n1CCC(=O)O ?
aDG glyco up: 0.0; Peg3 promoter: 3; TWEAK Fn14 block: -14; KKLEB tox: -4; Shn3 inh set2: 2; HIF-2a block: -13; NR2E3 ag-1: 0; hiPSC survival: -0.7; CF NFkB inh: -5; NR2E3 ag-2: 6; MITF TRPM1 inh: -6

Results for Cc1ccc(NC(=O)C2CCN(S(=O)(=O)c3cnc[nH]3)CC2)nc1 ?
aDG glyco up: -0.3; Peg3 promoter: 8; TWEAK Fn14 block: -8; KKLEB tox: 5; Shn3 inh set2: -13; HIF-2a block: 1; NR2E3 ag-1: -1; hiPSC survival: -2.4; CF NFkB inh: 9; NR2E3 ag-2: -3; MITF TRPM1 inh: 4

What do the screens show for `C(=NOCCc1ccccc1)c1ccncc1`?
aDG glyco up: 0.4; Peg3 promoter: -283; TWEAK Fn14 block: -21; KKLEB tox: 3; Shn3 inh set2: -2; HIF-2a block: -274; hiPSC survival: -1.5; CF NFkB inh: -16; NR2E3 ag-2: -70; MITF TRPM1 inh: -100

What do the screens show for `CCC(Cc1ccccc1)NCc1c(C(=O)O)c(C)n(Cc2ccccc2)c1C` (stereo not given)?
aDG glyco up: 1.4; Peg3 promoter: 12; TWEAK Fn14 block: -2; KKLEB tox: 12; Shn3 inh set2: 8; HIF-2a block: 5; NR2E3 ag-1: -1; hiPSC survival: 0.0; CF NFkB inh: -14; NR2E3 ag-2: -20; MITF TRPM1 inh: 5

Results for O=S(=O)(c1ccc2c(c1)OCCO2)N(Cc1ccc(F)cc1)Cc1nnc(-c2cccs2)o1 ?
aDG glyco up: 0.1; Peg3 promoter: 1; TWEAK Fn14 block: -11; KKLEB tox: -5; Shn3 inh set2: 1; HIF-2a block: 6; NR2E3 ag-1: 0; hiPSC survival: -2.2; CF NFkB inh: 4; NR2E3 ag-2: -33; MITF TRPM1 inh: 0

What do the screens show for `CN(CC(=O)Nc1ccc(Cl)c(C(F)(F)F)c1)C(=O)c1cccs1`?
aDG glyco up: -0.1; Peg3 promoter: 7; TWEAK Fn14 block: -3; KKLEB tox: -16; Shn3 inh set2: 12; HIF-2a block: 7; NR2E3 ag-1: 0; hiPSC survival: 0.0; CF NFkB inh: 11; NR2E3 ag-2: 30; MITF TRPM1 inh: 1

Results for CC(C)(C)OC(=O)N1CCCN(C(=O)Nc2ccc(C(F)(F)F)cc2)CC1 ?
aDG glyco up: -0.1; Peg3 promoter: -2; TWEAK Fn14 block: 14; KKLEB tox: 6; Shn3 inh set2: 13; HIF-2a block: 16; NR2E3 ag-1: -1; hiPSC survival: 1.1; CF NFkB inh: -14; NR2E3 ag-2: -3

What do the screens show for `CCOC(=O)c1c(CN2CCOCC2)n(-c2ccccc2)c2cc(Br)c(OC)cc12`?
aDG glyco up: -0.1; Peg3 promoter: 26; TWEAK Fn14 block: 32; KKLEB tox: -10; Shn3 inh set2: 33; HIF-2a block: 22; NR2E3 ag-1: 3; hiPSC survival: -4.8; CF NFkB inh: -3; NR2E3 ag-2: -12; MITF TRPM1 inh: 2

What do the screens show for `CC1(c2ccc3c(c2)OCO3)NC(=O)N(CC(=O)Nc2ccccc2)C1=O` (stereo not given)?
aDG glyco up: -0.2; Peg3 promoter: -1; TWEAK Fn14 block: -13; KKLEB tox: 13; Shn3 inh set2: 3; HIF-2a block: 0; hiPSC survival: 0.3; CF NFkB inh: -14; NR2E3 ag-2: -12; MITF TRPM1 inh: -1

What do the screens show for `COc1cc(OC)c(OC)cc1/C=C/C(=O)c1ccc(NS(=O)(=O)c2ccc(C)cc2)cc1`?
aDG glyco up: 0.2; Peg3 promoter: 26; TWEAK Fn14 block: 62*; KKLEB tox: 14; Shn3 inh set2: 15; HIF-2a block: 59*; NR2E3 ag-1: 4; hiPSC survival: -0.8; CF NFkB inh: 2; NR2E3 ag-2: -28; MITF TRPM1 inh: 20

Results for CCN(C(=O)CSc1nc2cc(C(=O)O)ccc2c(=O)n1Cc1ccccc1)c1ccccc1 ?
aDG glyco up: 0.0; Peg3 promoter: -1; TWEAK Fn14 block: 5; KKLEB tox: -9; Shn3 inh set2: -1; HIF-2a block: 10; NR2E3 ag-1: -1; hiPSC survival: 0.9; CF NFkB inh: -17; NR2E3 ag-2: -13; MITF TRPM1 inh: 1

Results for Cc1cc(C)cc(C(=O)OCC(=O)NC2CCCC2)c1 ?
aDG glyco up: 0.0; Peg3 promoter: 3; TWEAK Fn14 block: 12; KKLEB tox: -4; Shn3 inh set2: 1; HIF-2a block: 0; NR2E3 ag-1: -4; hiPSC survival: -0.4; CF NFkB inh: 0; NR2E3 ag-2: -8; MITF TRPM1 inh: 5

What do the screens show for `Cc1nn(C(=O)Cn2ccc([N+](=O)[O-])n2)c(C)c1Cl`?
aDG glyco up: -0.2; Peg3 promoter: 10; TWEAK Fn14 block: 3; KKLEB tox: 11; Shn3 inh set2: -1; HIF-2a block: 14; NR2E3 ag-1: 0; hiPSC survival: 0.3; CF NFkB inh: -15; NR2E3 ag-2: -15; MITF TRPM1 inh: 1

How did COc1ccc(CN2CCN(C(=O)c3ccc(S(=O)(=O)N4CCCCCC4)cc3)CC2)cc1F do in these assays?
aDG glyco up: -0.1; Peg3 promoter: 29; TWEAK Fn14 block: 24; KKLEB tox: -6; Shn3 inh set2: 19; HIF-2a block: -4; hiPSC survival: -0.3; CF NFkB inh: 14; NR2E3 ag-2: 14; MITF TRPM1 inh: 23

How did CCOC(=O)Cc1csc(NC(=O)CSc2nc(N)c3c(C)c(C)sc3n2)n1 do in these assays?
aDG glyco up: 0.3; Peg3 promoter: 3; TWEAK Fn14 block: 25; KKLEB tox: 5; Shn3 inh set2: 14; HIF-2a block: 15; NR2E3 ag-1: 0; hiPSC survival: -3.6; CF NFkB inh: -4; NR2E3 ag-2: 7; MITF TRPM1 inh: 13

Results for CC/C(=N/Nc1ccccc1)c1cnnc(SC)n1 ?
aDG glyco up: 0.0; Peg3 promoter: 7; TWEAK Fn14 block: -6; KKLEB tox: 6; Shn3 inh set2: 0; HIF-2a block: 8; NR2E3 ag-1: 1; hiPSC survival: -1.5; CF NFkB inh: 7; NR2E3 ag-2: -42; MITF TRPM1 inh: 20

Results for NS(=O)(=O)c1ccc(-c2cccc(/C=C3\SC(=O)NC3=O)c2)cc1 ?
aDG glyco up: 0.6; Peg3 promoter: 2; TWEAK Fn14 block: 14; KKLEB tox: 8; Shn3 inh set2: -15; HIF-2a block: 0; NR2E3 ag-1: -2; hiPSC survival: -1.4; CF NFkB inh: -15; NR2E3 ag-2: -1; MITF TRPM1 inh: -5

Part of the list above in order of length of the SMILES, rising:
Results for CC/C(=N/Nc1ccccc1)c1cnnc(SC)n1 ?
aDG glyco up: 0.0; Peg3 promoter: 7; TWEAK Fn14 block: -6; KKLEB tox: 6; Shn3 inh set2: 0; HIF-2a block: 8; NR2E3 ag-1: 1; hiPSC survival: -1.5; CF NFkB inh: 7; NR2E3 ag-2: -42; MITF TRPM1 inh: 20

How did CCOC(=O)Cc1csc(NC(=O)CSc2nc(N)c3c(C)c(C)sc3n2)n1 do in these assays?
aDG glyco up: 0.3; Peg3 promoter: 3; TWEAK Fn14 block: 25; KKLEB tox: 5; Shn3 inh set2: 14; HIF-2a block: 15; NR2E3 ag-1: 0; hiPSC survival: -3.6; CF NFkB inh: -4; NR2E3 ag-2: 7; MITF TRPM1 inh: 13

How did COc1ccc(CN2CCN(C(=O)c3ccc(S(=O)(=O)N4CCCCCC4)cc3)CC2)cc1F do in these assays?
aDG glyco up: -0.1; Peg3 promoter: 29; TWEAK Fn14 block: 24; KKLEB tox: -6; Shn3 inh set2: 19; HIF-2a block: -4; hiPSC survival: -0.3; CF NFkB inh: 14; NR2E3 ag-2: 14; MITF TRPM1 inh: 23
